Screening data deposited in PubChem BioAssay by NCI.
NCI-60 one-dose screen, 48 h, at 10 µM unless noted. Numbers give growth in % (100 = growth as untreated, 0 = no growth, -100 = all killed).
HOP-92 = HOP-92 NSCLC cells | 6.3% of 71,000 active | AID 1794738
UACC-62 = UACC-62 melanoma. 5.4% of 81,000 active. AID 1794756
CCRF-CEM = CCRF-CEM leukemia; 7% of 77,000 active; AID 1794778
HOP-62 = HOP-62 NSCLC | 3.9% of 80,000 active | AID 1794735
M14 = M14 melanoma; AID 1794745; 6.2% of 80,000 active
RPMI-8226 = RPMI-8226 leukemia cells | 7.5% of 77,000 active
EKVX = EKVX NSCLC | 3% of 71,000 active | AID 1794765
A549/ATCC = A549/ATCC NSCLC. 3.7% of 81,000 active
The depositor's hits bear a star; x = no result given; & = joins results of further samples; [ ] = dose if it differs, or a comment. Rule for the calls: active = growth percent below 10; inactive = the rest.

SMILES	HOP-92	UACC-62	CCRF-CEM	HOP-62	M14	RPMI-8226	EKVX	A549/ATCC
CCCCOC(=O)N1CCCCC1	105	104	93	86	95	103	95	101
O=C(c1ccccc1)c1ccc(O)c2ncccc12	50	34	30	39	36	x	51	30
NS(=O)(=O)c1ccc(-n2ncc3c(SCc4ccccc4)ncnc32)cc1	43	93	x	67	67	92	107	81
Cc1ccc(-c2nc(Nc3ccc(C)c(S(N)(=O)=O)c3)c3ccccc3n2)cc1	104	88	85	96	63	87	81	43
CC[N+]1(C)CSC(=S)N(C)C1 (configuration not stated)	99	111	111	115	108	105	104	109
CCOC(=O)c1cccc(OCC)c1	102	104	99	103	108	99	109	97
CC(=N)c1c(O)cc(C)oc1=O	x	102	x	110	102	x	90	103
COc1cc2ncnc(Nc3ccc(S(=O)(=O)Nc4cc(C)on4)cc3)c2cc1OCCCN1CCCCC1	106	99	102	95	104	104	100	96
Cc1cccc2sc(/N=C(\N)C(Cl)(Cl)Cl)nc12	101	98	107	81	101	105	71	92
O=C1c2cc3c(cc2-c2c1c1ccc(Cl)cc1c(=O)n2CCCn1ccnc1)OCO3	-2.9*	-58*	3.4*	5.4*	-29*	-24*	42	20
NS(=O)(=O)c1ccc(NC(=O)Nc2nc(-c3ccc(Cl)cc3)cs2)cc1	106	97	94	111	102	101	94	104
C=C1CC2(OC1=O)C(=O)N(CCCCCCCCCCCCN1C(=O)C3(CC(=C)C(=O)O3)c3ccccc31)c1ccccc12 (configuration not stated)	42	79	4.8*	94	79	4.0*	98	98
CSC1=NC(c2cccc(Cl)c2)C(C(C)=O)=C(C)N1 (configuration not stated)	108	92	111	108	102	105	98	101
O=C(O)C#Cc1ccc(Cl)cc1	98	96	103	89	98	106	104	87
CCC(C)c1ccccc1OCC(C)OC(=O)C(C)C (configuration not stated)	92	x	97	89	99	x	100	71
CN(C)CCN=C1NC2C(N1)N(C)C(=O)N2C (configuration not stated)	x	87	99	90	98	x	97	97
CCOC(=O)C1=C(N)N(c2ccc(Cl)cc2)C2=C(C(=O)CC(C)(C)C2)C1c1cccc(Cl)c1Cl (configuration not stated)	70	66	36	84	84	27	42	66
c1cc2c(cc1CNC1CCCCC1)OCO2	85	102	103	95	102	106	104	103
COc1ccc(NC2=C(Cl)C(=O)c3nc(C)ccc3C2=O)cc1OC	112	72	15	110	x	47	51	107
NNc1nc2nc(-c3ccccc3)cn2[nH]1	99	91	100	85	102	98	96	100
O=C(Cc1c[nH]c2ccccc12)N=Nc1c(O)[nH]c2ccc(F)cc12	89	84	97	84	107	x	92	100
CC(/C=C/c1ccccc1)=N/NS(=O)(=O)c1ccc([N+](=O)[O-])cc1	109	102	x	110	102	108	105	104
CCOC(=O)c1cc(N2CCCCC2)nc2ccccc12	84	80	121	90	111	112	92	98
O=C(C[C@@H](C(=O)NCc1cccc(C(F)(F)F)c1)N1C(=O)[C@@H](N2C(=O)OC[C@@H]2c2ccccc2)[C@H]1/C=C/c1ccccc1)NC1CCN(Cc2ccccc2)CC1	77	73	21	73	83	-14*	82	54
C1CCC(C2CCCC2)CC1	x	102	81	100	102	112	103	106

The list goes on:
SMILES	HOP-92	UACC-62	CCRF-CEM	HOP-62	M14	RPMI-8226	EKVX	A549/ATCC
O=C(NCCCl)Nc1ncn[nH]1	140	96	98	107	124	98	104	92
COc1ccc(C(=O)Nc2nc3ccc(OC(F)(F)F)cc3o2)cc1	x	90	85	118	117	x	104	96
Cc1cccc(C)c1NC(=S)/N=C\c1c(O)[nH]c(=O)[nH]c1=O	102	91	99	88	98	98	77	79
O=c1[nH]c(=O)c2c([nH]1)oc1ccccc12	99	101	91	100	109	89	96	112
COc1cccc2nc(Nc3ccc(NC(=O)c4ccc5c(c4)OCCO5)cc3)ccc12	110	109	110	104	103	109	99	105
Cc1c(C(=O)N[C@@H](Cc2ccccc2)C(O)C(=O)NCCc2ccccn2)[nH]c2ccccc2c1=O (some centres not stated)	100	88	107	100	96	107	100	104
COc1ccc(-c2nn(-c3cccc(Cl)c3)cc2C2CC(c3ccc(Br)cc3)=NN2C(C)=O)cc1 (configuration not stated)	61	87	99	87	91	93	92	79
O=C(O)c1cc([N+](=O)[O-])ccc1Sc1ccccc1	x	106	97	97	119	91	103	102
CC(C)c1ccc(NCc2cn(-c3ccc(C(=O)O)cc3)nc2-c2cc(C(F)(F)F)cc(C(F)(F)F)c2)cc1	x	82	75	95	86	66	79	80
COc1ccc(Cc2nnc(SCC(=O)c3ccc(Cl)cc3)n2-c2ccc(C)cc2)cc1	86	86	95	93	x	99	x	84
COc1ccc(C2=C/C(=C\c3ccccc3O)C(=O)N2Cc2ccccc2)cc1	65	64	73	90	50	63	82	74
Cc1c(-c2nnc(-c3ccc([N+](=O)[O-])cc3)o2)nnn1-c1ccc([N+](=O)[O-])cc1	88	93	95	95	106	97	104	95
O=C(NNc1ccccc1)OCCCl	105	40	x	95	52	92	x	87
COc1cc(-c2nc3c(sc4nc(C)cc(C)c43)c(=O)[nH]2)cc2c1OCO2	96	109	102	104	110	96	x	90
CC(=O)OC[C@]12CC[C@@H]([C@@H](C)c3nnc(-c4ccncc4)o3)[C@@H]1[C@H]1CC[C@@H]3[C@@]4(C)CC[C@H](OC(C)=O)C(C)(C)[C@@H]4CC[C@@]3(C)[C@]1(C)CC2	66	58	68	98	91	47	69	62
Nc1cccc(CCCCOc2ccccc2)c1	91	102	73	101	99	80	x	96
CNC(=O)c1cc(Oc2ccc(NC(=O)c3nc(SC)oc3-c3ccc(F)cc3)cc2)ccn1	96	87	93	89	89	82	89	83
CSc1ccc(N2C(=N)C(=S)N(c3ccc(C)cc3)C2=O)cc1	90	93	81	86	86	89	94	88
CCN(CC)C(=S)SSC(=S)N(CC)CC	110&90	105&70	102&17	89&82	92&67	110&45	113&89	85
Cc1c(C(=O)Nc2nc3ccccc3s2)cnn1-c1ccccc1Br	x	103	94	110	99	89	93	94
O=CC(=O)c1ccc2ccccc2c1	88	106	100	106	102	102	108	101
COc1cc(-c2c(-c3ccccc3)[nH]oc(=O)c2=O)c(OC)c2c1OCO2	98	92	110	91	102	106	102	99
CCOc1cc2c(cc1OCC)C(c1cc(Cl)c(O)c(OCC)c1)NCC2 (configuration not stated)	121	94	91	109	92	84	x	98
Cc1cccc(C)c1N=C(Cc1nc2c(=O)n(C)c(=O)n(C)c2[nH]c1=O)c1ccccc1	86	95	99	106	107	91	85	103
Nc1cc2cc(Br)ccc2c(=O)n1NC(=O)c1ccccc1	91	91	100	83	103	100	80	106

Structures from the list above containing a nitro group on carbon:
SMILES	HOP-92	UACC-62	CCRF-CEM	HOP-62	M14	RPMI-8226	EKVX	A549/ATCC
CC(/C=C/c1ccccc1)=N/NS(=O)(=O)c1ccc([N+](=O)[O-])cc1	109	102	x	110	102	108	105	104
O=C(O)c1cc([N+](=O)[O-])ccc1Sc1ccccc1	x	106	97	97	119	91	103	102
Cc1c(-c2nnc(-c3ccc([N+](=O)[O-])cc3)o2)nnn1-c1ccc([N+](=O)[O-])cc1	88	93	95	95	106	97	104	95

The main list resumes; the five compounds before the break are reprinted first.
SMILES	HOP-92	UACC-62	CCRF-CEM	HOP-62	M14	RPMI-8226	EKVX	A549/ATCC
O=CC(=O)c1ccc2ccccc2c1	88	106	100	106	102	102	108	101
COc1cc(-c2c(-c3ccccc3)[nH]oc(=O)c2=O)c(OC)c2c1OCO2	98	92	110	91	102	106	102	99
CCOc1cc2c(cc1OCC)C(c1cc(Cl)c(O)c(OCC)c1)NCC2 (configuration not stated)	121	94	91	109	92	84	x	98
Cc1cccc(C)c1N=C(Cc1nc2c(=O)n(C)c(=O)n(C)c2[nH]c1=O)c1ccccc1	86	95	99	106	107	91	85	103
Nc1cc2cc(Br)ccc2c(=O)n1NC(=O)c1ccccc1	91	91	100	83	103	100	80	106
C#C[C@]1(O)CC[C@H]2[C@@H]3CC=C4c5sc(-c6ccc(C(F)(F)F)cc6)nc5CC[C@]4(C)[C@H]3CC[C@@]21C	67	91	107	100	94	112	97	105
CCCc1nn(C)c2c(=O)[nH]c(-c3cc(S(=O)(=O)N4CCN(C)CC4)ccc3OCC)nc12	x	100	108	104	102	101	95	96
CON(C)C(=O)c1cc(-c2ccc(C)cc2)n(-c2ccc(S(C)(=O)=O)cc2)n1	109	94	96	110	108	96	99	106
COCCn1c(=N)c(S(=O)(=O)c2ccccc2)cc2c(=O)n3ccccc3nc21	102	101	109	104	113	114	97	97
COc1cc(/C=C/C(=O)c2cnn(-c3cc(=O)[nH]c4ccc(Br)cc34)c2C)cc(OC)c1OC	26	-72*	-20*	-9.4*	-50*	-24*	-58*	8.9*
C=CC1(C)CC2=CCC3C(C)(C)CCC(O)C3(C)C2CC1O (configuration not stated)	x	86	71	84	101	92	103	80
CC(C)c1ccc(NC(=O)Cc2ccc(Nc3ncnc4cc(-c5cnn(CCN(C)C)c5)ccc34)cc2)cc1	-45*[30 µM]	-89*[30 µM]	-28*[30 µM]	-0.7*[30 µM]	x	x	-50*[30 µM]	-36*[30 µM]
C/C(=C/CCC(C)[C@@H]1CC[C@]2(C)C3=C(CC[C@@]12C)[C@@]1(C)CCC(=O)C(C)(C)[C@@H]1CC3)C(=O)O (some centres not stated)	-93*	-92*	-21*	x	-77*	x	-77*	-56*
Cc1c(Cl)c(C)c(Cl)c(O)c1Cl (tested in a mixture with another compound)	85	99	146	104	110	132	88	109
C=CCC(O)CC=C	x	102	98	113	105	102	x	95
O=c1[nH]c(O)c(/C=C2/C=Nc3ccccc32)[nH]1	85	96	58	99	99	78	95	91
CC(C)(C#N)c1cc(F)cc(C(=O)Nc2cc(Nc3ncccc3-c3ncnc4nc[nH]c34)ccc2F)c1	-0.4*	9.3*	39	45	5.3*	24	60	42
CC1(C)CC(C(=O)O)C(=O)O1 (configuration not stated)	x	106	90	103	106	104	x	118
CC(C)(C)[Si](C)(C)OC1[C@@H](CNC(=O)NC(=O)CCl)O[C@@H](n2cnc3c(N)ncnc32)[C@H]1O[Si](C)(C)C(C)(C)C (some centres not stated)	-79*	-75*	-46*	-60*	23	-43*	x	-22*
COC(=O)[C@@H](Cc1ccc(O)cc1)NC(=O)/C=C/c1ccccc1	93	97	x	99	101	93	x	x
Clc1ccc(Cc2nnc3sc(-c4ccncc4)nn23)cc1	100	100	100	100	108	101	88	100
CSc1nc2nc[nH]c2c(=O)[nH]1	92	100	99	95	102	x	110	95
Clc1ccc(Cn2c(-c3cccs3)nc3ccccc32)cc1	48	72	77	98	92	64	x	56
O=C1c2ccccc2C(=O)N1OCCCN1C(=O)c2ccccc2S1(=O)=O	84	106	107	x	109	95	99	98
CC(=O)Nc1ccc(-n2cnc3cc(-c4ccc(O)cc4)ccc32)c(C(F)(F)F)c1	100	38	60	73	66	44	64	63
CS(=O)(=O)Nc1ccc(C(=O)N/N=C/c2cccc(O)c2)cc1	77	95	94	90	101	96	92	98
O=C1[C@@H]2Cc3c([nH]c4ccccc34)[C@H](c3c(Cl)cccc3Cl)N2C(=O)CN1C1CCN(CC2CCCCC2)CC1	65	80	x	104	x	38	91	64
COc1ccc(/C=C(/C(=O)NS(=O)(=O)c2ccc(Cl)cc2Cl)c2cc(OC)c(OC)c(OC)c2)cc1	86	105	x	109	106	95	99	97
CCCCCCCCCCCC(=O)OCCc1ccccc1	84	94	105	104	93	104	95	103
Clc1ccc2c(NCCCN3CCOCC3)c3oc4ccccc4c3nc2c1	49	67	33	66	43	23	63	44

More records:
SMILES	HOP-92	UACC-62	CCRF-CEM	HOP-62	M14	RPMI-8226	EKVX	A549/ATCC
O=c1[nH]c2c([nH]1)c1c3ccccc3[nH]c1c1c3ccccc3[nH]c21	104	87	98	87	93	102	89	105
COc1ccc(-c2nc3c(ncc4ccc(-c5ccccc5)nc43)s2)cc1	102	98	100	103	107	91	77	87
CCC(=O)NC1=C(Cl)C(=O)C(NC(=O)CC)=C(Cl)C1=O	x	102	-43*	111	94	-34*	129	103
Cc1cc(C)n(C(=O)c2sc(=S)n(-c3ccccc3)c2N)n1	112	94	110	100	x	111	98	105
CCCCC(O)Cn1ncc(C(=O)OCC)c1NC(=O)NCc1ccc(F)cc1 (configuration not stated)	78	84	94	94	92	79	93	93
CN1CCN(Cc2ccc(NC(=O)c3cncc(C#Cc4cnc(N)c5ccc(C#N)cc45)c3)cc2C(F)(F)F)CC1	-15*	-52*	4.0*	2.6*	-84*	-25*	43	-53*
BrCc1ccc(C[P+](c2ccccc2)(c2ccccc2)c2ccccc2)cc1	x	72	77	97	96	59	73	94
O=C(O)c1cccc2c1C(=O)N(c1ccc3c(c1)Cc1ccccc1-3)C2=O	109	112	104	112	119	110	111	99
Nc1cccc2c1CN(C1CCC(=O)NC1=O)C2=S (configuration not stated)	68	97	107	79	88	99	104	103
COc1ccccc1N1CCN(C2=C(Cl)C(=O)C(C)=C(C)C2=O)CC1	105	88	57	97	x	89	114	107
COc1ccc(/C=C2/C=C(c3ccccc3)OC2=O)cc1OC	51	104	101	104	102	91	x	102
c1ccc(-c2nnc(-c3ccccc3)o2)cc1	69	87	100	106	109	86	105	98
CC1=CC(=O)Nc2cncnc2N1	91	109	94	110	105	104	110	95
Cc1c(C)c(Br)c(Br)c(Br)c1Br	94	106	99	109	99	111	117	109
CC1=C(C)C(=O)C(Nc2ccc3c(c2)OCO3)=C(Br)C1=O	-23*	87	12	93	105	71	76	102
C#C[C@]1(O)CC[C@H]2[C@@H]3CC[C@H]4CC(F)(F)CC[C@]4(C)[C@H]3CC[C@@]21C	94	79	75	67	80	80	x	77
Cc1ccc(S(=O)(=O)Oc2ccc3c4c(c(=O)oc3c2)-c2ccccc2C4)cc1	64	78	81	86	84	69	x	100
N#CC1=C(Cl)NC(c2cccc([N+](=O)[O-])c2)c2sc3c(F)cccc3c21 (configuration not stated)	81	93	100	84	95	91	88	103
